RORgamma inh = ROR gamma (mouse) transcription inhibition; Drosophila S2 Gal4-RORgamma UAS-luciferase reporter, 20 h; Potency, µM (top dose mostly 53.6 µM), for inactives: at the top dose activity change, negative = inhibition, actives largely listed as inhibitors; P51450; actives 5.4% (n = 310,000); AID 2551; further: potency means the concentration at half of the fitted maximal effect; on the % scale 0 is the no-effect control and ±100 the full control effect; nearly all actives have a fitted effect of over 60% in size
Target sequence (P51450 whole entry, looked up, the tested form may be a part): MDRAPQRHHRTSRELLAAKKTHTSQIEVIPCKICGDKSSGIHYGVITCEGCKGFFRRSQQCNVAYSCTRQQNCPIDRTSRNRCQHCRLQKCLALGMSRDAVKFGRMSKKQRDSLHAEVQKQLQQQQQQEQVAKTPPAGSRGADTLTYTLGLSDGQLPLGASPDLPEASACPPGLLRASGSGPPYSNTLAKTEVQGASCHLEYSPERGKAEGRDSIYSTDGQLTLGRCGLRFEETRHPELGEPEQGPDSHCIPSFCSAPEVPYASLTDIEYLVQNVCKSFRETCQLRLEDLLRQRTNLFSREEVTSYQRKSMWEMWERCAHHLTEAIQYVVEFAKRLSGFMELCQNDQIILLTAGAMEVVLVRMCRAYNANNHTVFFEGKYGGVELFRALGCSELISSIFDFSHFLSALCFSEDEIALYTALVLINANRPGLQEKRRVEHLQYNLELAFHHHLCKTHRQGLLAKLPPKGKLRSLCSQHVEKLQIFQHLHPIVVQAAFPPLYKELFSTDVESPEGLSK
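Luciferase reporter read in Schneider cells carrying Gal4-RORγ (mouse) and UAS-Photinus luciferase; cells given compound 1 h before 700 uM copper sulfate induction, then incubated 20 h at ambient temperature.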
ELG1 genotoxic = inducers of genotoxicity in HEK293T ELG1-luciferase cells | HEK293T ELG1-luciferase reporter, luminescence, 16 h | Potency, µM (series often up to 46 µM), without a hit: top-dose activity change, positive = activation, most hits filed as activators | actives 1.3% (n = 330,000); further: potency means the concentration at half of the fitted maximal effect; % of control where 0% means no effect; nearly all actives have a fitted effect of over 60% in size
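DMSO vehicle served as control against compound-treated ELG1-luciferase HEK293T cells; exposure lasted 16 hr at 37 °C and 5% CO2, followed by ONE-Glo luminescence detection after 30 min.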
FLuc modulator = firefly luciferase modulation, counter-screen for miR-21 project; AID 588342; Potency, µM (top dose mostly 57.5 µM), without a hit: at the top dose activity change, negative = inhibition, most hits filed as inhibitors; actives 6.9% (n = 360,000); purified FLuc, Km substrates, luminescence inhibition;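 further: potency means the concentration at half of the fitted maximal effect; plate controls were vehicle for no effect and reference inhibitor for full effect; nearly all actives have a fitted effect of over 55% in size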
Target sequence (P08659 whole entry, looked up): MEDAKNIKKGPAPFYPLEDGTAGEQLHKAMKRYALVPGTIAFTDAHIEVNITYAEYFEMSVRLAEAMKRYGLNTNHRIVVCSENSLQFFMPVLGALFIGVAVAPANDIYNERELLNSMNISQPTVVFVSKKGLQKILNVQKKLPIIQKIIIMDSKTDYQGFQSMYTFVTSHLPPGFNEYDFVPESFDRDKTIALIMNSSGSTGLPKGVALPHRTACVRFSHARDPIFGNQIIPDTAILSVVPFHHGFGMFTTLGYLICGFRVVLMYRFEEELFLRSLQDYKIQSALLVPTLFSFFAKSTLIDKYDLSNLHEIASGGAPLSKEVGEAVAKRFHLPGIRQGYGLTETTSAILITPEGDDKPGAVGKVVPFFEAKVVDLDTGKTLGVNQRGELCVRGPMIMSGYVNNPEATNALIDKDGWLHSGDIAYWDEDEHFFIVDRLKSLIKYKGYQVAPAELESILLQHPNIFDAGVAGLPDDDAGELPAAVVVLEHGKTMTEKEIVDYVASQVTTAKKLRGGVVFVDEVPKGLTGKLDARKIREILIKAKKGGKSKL
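Purified P. pyralis luciferase (10nM final) with 10uM D-luciferin and 10uM ATP (Km levels) in 50mM Tris acetate pH 7.5, 10mM Mg acetate, 0.01% Tween-20, 0.05% BSA; qHTS 6-point titration, ~60 µM downward; luminescence read.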
PKM2 activator = PKM2 (human) enzyme activation; P14618; purified PKM2, Kinase-Glo ATP luminescence, activation; response scale: 0% is enzyme alone, no compound; Potency, µM (doses to about 57.5 µM), without a hit: top-dose activation, hits mostly activators; actives 0.34% (n = 260,000); AID 1631; further: potency means the concentration at half of the fitted maximal effect; on the % scale 0 is the no-effect control and ±100 the full control effect; nearly all actives have a fitted effect of over 55% in size
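Purified hPK-M2 (>95%) run at intermediate activity with 0.1 mM ADP and 0.5 mM PEP in 50 mM imidazole pH 7.2, KCl, MgCl2; 1 h room temperature. ATP formed read by Kinase-Glo luminescence; normalized to uninhibited and no-enzyme controls.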
Menin-MLL TR inh = menin-MLL binding inhibition, Texas Red mutant peptide. O00255. Menin + Texas Red MLL mutant peptide, fluorescence polarization. Potency, µM (doses to about 61.6 µM), inactives show at the top dose FP activity change, negative = inhibition, usual class: inhibitors. actives 0.23% (n = 270,000); active means well fitted inhibition curve with a large enough effect in the polarisation, with a control signal flat, not every such curve was filed as active; inconclusive means small, poorly fitted or top-dose-only effect, or effect the other way, or a change in a side signal; inactive means no such curve, though single readings can be large or run the other way; the % refers to the polarisation; further: potency means the concentration at half of the fitted maximal effect; % of control where 0% means no effect; many of its hits are not listed in these tables
Giardia kill = kills Giardia lamblia; Giardia lamblia trophozoite viability; activity change, % at 7.66 µM, hits read low; actives 0.15% (n = 340,000); AID 540267; in the data active means activity change below about -80%; inconclusive means between about -30% and that limit;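 further: parasites exposed to compound for two days anaerobically before the ATP read; on the % scale 0 is the no-effect control and ±100 the full control effect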
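Trophozoite viability was measured as ATP-dependent luminescence, read 15-30 min after reagent addition. Before that, parasites at 100 cells/well were exposed to compounds for 48 h, anaerobically, at 37 deg C.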
BRCA1 expr up = BRCA1 expression activation | MCF7-BRCA1-FFLuc reporter, luminescence, 48 h; response scale: scaled: vehicle 0%, 10 µM genistein 100% | actives 1.1% (n = 380,000) | Potency, µM (titrated, usually from 46.1 µM), without a hit: at the highest dose activation, usual class: activators; further: potency means the concentration at half of the fitted maximal effect; nearly all actives have a fitted effect of over 80% in size; some results filed as inactive show a strong effect at the top dose
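Luminescence from a BRCA1-driven firefly luciferase in MCF7 cells was the read-out, taken 15 min after substrate addition following 48 h compound exposure at 37 °C. Data were normalized to a 10 microM genistein control and DMSO vehicle.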
NPC1 promoter act = NPC1 promoter activation; actives 2.4% (n = 320,000); Huh7 NPC1 promoter luciferase reporter, 24 h; AID 485313; Potency, µM (doses to about 9.22 µM), without a hit: top-dose activation, actives largely listed as activators;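 further: potency means the concentration at half of the fitted maximal effect; % of control where 0% means no effect; nearly all actives have a fitted effect of over 60% in size; reporter is driven by a mutant NPC1 promoter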
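Stable NPC1-promoter luciferase Huh7 line; cpd (DMSO) 24 h, 37 °C, 5% CO2; Amplite luciferase reagent 10 min RT; luminescence readout. qHTS format.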
p53 reactivation = restores transcriptional activity of mutant p53 | H1299 p53-A138V BP100-luciferase reporter, luminescence, 24 h | Potency, µM (doses to about 92.2 µM), without a hit: at the highest dose activity change, positive = activation, hits mostly activators | actives 0.063% (n = 320,000) | AID 504706; further: potency means the concentration at half of the fitted maximal effect; % of control where 0% means no effect; nearly all actives have a fitted effect of over 45% in size
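p53-null H1299 cells stably carrying temperature-sensitive p53-A138V and a BP100-luciferase reporter were pinned with compounds (4-point, 1:5 series) and held 24 hrs at 37 deg C. Luminescence was read 10 min after detection reagent.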
VP16 counter = inhibits Gal4-VP16 luciferase reporter, ROR gamma counter-screen; Drosophila S2 Gal4-VP16 UAS-luciferase, luminescence, 20 h; Potency, µM (titrated, usually from 53.6 µM), for inactives: top-dose activity, negative = inhibition, hits mostly inhibitors; AID 2546; actives 3.5% (n = 310,000);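 further: Gal4-VP16 expression switched on by copper sulfate through the metallothionein promoter; potency means the concentration at half of the fitted maximal effect; on the % scale 0 is the no-effect control and ±100 the full control effect; nearly all actives have a fitted effect of over 50% in size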
Rab9 promoter act = Rab9 promoter activation | actives 2.8% (n = 320,000) | Huh7 Rab9 promoter-luciferase reporter, luminescence, 24 h | AID 485297 | Potency, µM (doses to about 9.22 µM), without a hit: top-dose activation, negative = inhibition, most hits filed as activators; further: potency means the concentration at half of the fitted maximal effect; % of control where 0% means no effect; nearly all actives have a fitted effect of over 60% in size
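Huh7 cells stably carrying Rab9 promoter–luciferase reporter, plated 1500 cells/well, compound added after 2 h and incubated 24 h at 37 °C; luciferase luminescence then read after 10 min with detection reagent.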
An asterisk follows results filed as active; ? = inconclusive; · = not tested or not shown; [ ] = remark or other dose. Unless noted, the call rests on the fitted dose curve; in most records, active means well fitted curve in the direction sought with a large enough effect; inconclusive means small, poorly fitted or top-dose-only effect, or another doubt; inactive means no such curve, though single readings can be large; an effect the other way counts as inactive or inconclusive.

SMILES	RORgamma inh	ELG1 genotoxic	FLuc modulator	PKM2 activator	Menin-MLL TR inh	Giardia kill	BRCA1 expr up	NPC1 promoter act	p53 reactivation	VP16 counter	Rab9 promoter act
CC(C)C1=C2OC(N)=C(C#N)C(C#N)=C2C(C)CC1 (configuration not stated)	12%	1%	2%	6%	?	8	-1%	1%	1%	-20%	-5%
N#Cc1c(-c2ccccc2)nc2n(c1=O)CCS2	-13%	1%	-1%	5%	-5%	5	-16%	-1%	3%	0%	-1%
CCCCc1nc(N2CCOCC2)c(C#N)c2c1CCCC2	10%	-5%	0%	-3%	?	10	-37%	4%	?	0%	0%
CCOC(=O)c1[nH]c2ccc(F)cc2c1NC(=O)C(C)N1CCc2cc(OC)c(OC)cc2C1 (configuration not stated)	8%	-25%	0%	2%	0%	4	-78%	-4%	7%	-3%	-1%
COc1ccc(CC(=O)Nc2ccc(S(=O)(=O)N3CCC(C)CC3)cc2)c(OC)c1	·	-2%	-1%	·	·	1	-40%	-4%	-9%	·	1%
CCCCCN1CSC(=S)N(Cc2ccccc2)C1	10µM*	-7%	0%	0%	16%	-5	-62%	-2%	5%	18µM*	1%
CN(Cc1cccs1)C(=O)CN1CCN(S(=O)(=O)c2ccc3c(c2)OCCCO3)CC1	·	-1%	0%	·	·	-4	-14%	-3%	-8%	·	2%
O=C(CSc1nnnn1C1CCCC1)Nc1cccc(NC(=O)c2ccco2)c1	36%	1%	?	-10%	12%	-12	14%	-1%	-5%	-5%	-1%
CCOC(=O)CSc1nc(C(C)C)nc2ccccc12	0%	-4%	9%	0%	3%	-17	4%	-1%	5%	-12%	4%
Cc1cccc(C[C@H](C(=O)O)N2C(=O)c3ccc(C(=O)O)cc3C2=O)c1	4%	·	0%	·	-3%	·	·	-1%	·	3%	-9%
CCC(=NCc1ccco1)c1c(C(F)(F)F)[nH]n(-c2nc3ccccc3s2)c1=O	?	9.2µM*	7.6µM*	-21%	?	-7	38%	?	?	-17%	?
Cc1[nH]c2ccccc2c1Cc1n[nH]c(=S)n1C	2%	-2%	-10%	-5%	24%	9	25%	1%	2%	-10%	-6%
CCOc1ccc(N(CC(=O)Nc2ccc(C)c(C)c2)S(=O)(=O)c2c(C)noc2C)cc1	?	-5%	1%	5%	18%	32[activator]	-82%	-9%	17%	?	0%
Cc1occc1C(=O)N=Nc1c(O)[nH]c2ccc(Br)cc12	-4%	?	?	-20%	2%	·	·	?	?	-9%	?
CCCCCc1nnc(NC(=O)OCCC)s1	?	29%	-14%	-10%	-12%	-2	56%	20%	?	13%	16%
O=C(NCc1ccccc1Cl)c1ccc(-c2ccccc2)cc1	-6%	12%	?	-4%	-21%	-4	?	5%	11%	-18%	11%
O=[N+]([O-])c1cccc(/C=N/N=C\c2ccccc2)c1	26%	8%	3.4µM*	2%	?	-5	23%	2%	·	0%	-2%
COc1cc(OC)cc(C(=O)N2CCC(n3c(C)nc4cc(F)ccc43)CC2)c1	-3%	-1%	-1%	15%	2%	2	-15%	1%	-13%	4%	-3%
O=c1c2c([N+](=O)[O-])cc([N+](=O)[O-])cc2sn1Cc1ccccc1	7.1µM*	-1%	9.5µM*	·	?	21	0%	-4%	-16%	4.5µM*	5%
NS(=O)(=O)c1ccc(CNC(=O)c2ccc(Cl)c(S(=O)(=O)NCc3ccccc3)c2)cc1	·	2%	3%	·	·	19	-3%	-2%	2%	·	-7%
CC(=O)Nc1ccc(S(=O)(=O)Nc2cc(C)c(-n3nc4ccccc4n3)cc2O)cc1	13%	-11%	0%	-1%	?	16	0%	1%	-9%	?	1%
COc1ccccc1NC(=O)C(CC(C)C)NC(=O)C1CCCCC1 (configuration not stated)	20%	4%	3%	-4%	-8%	14	-23%	0%	2%	3%	23%
Cc1nnc(SCC(=O)Nc2sccc2C(N)=O)n1Cc1ccccc1	4.5µM*	-3%	3%	-1%	-3%	-4	12%	-2%	-5%	-6%	-5%
CCNC(=S)Nc1scc(-c2ccccc2)c1C(=O)OCC	1.4µM*	-5%	6%	3%	?	30[activator]	-26%	-1%	-1%	2.5µM*	-10%
Cc1ccc(NC(=O)CC(=O)Nc2ccc(C)cc2C)c(C)c1	-8%	1%	1%	·	?	1	-23%	1%	0%	-5%	-6%

Laid out differently: results already given.
Every second line gives: RORgamma inh, ELG1 genotoxic, FLuc modulator, PKM2 activator, Menin-MLL TR inh, Giardia kill, BRCA1 expr up, NPC1 promoter act, p53 reactivation, VP16 counter, Rab9 promoter act
- CCOC(=O)CSc1nc(C(C)C)nc2ccccc12
  0%, -4%, 9%, 0%, 3%, -17, 4%, -1%, 5%, -12%, 4%
- Cc1cccc(C[C@H](C(=O)O)N2C(=O)c3ccc(C(=O)O)cc3C2=O)c1
  4%, ·, 0%, ·, -3%, ·, ·, -1%, ·, 3%, -9%
- CCC(=NCc1ccco1)c1c(C(F)(F)F)[nH]n(-c2nc3ccccc3s2)c1=O
  ?, 9.2µM*, 7.6µM*, -21%, ?, -7, 38%, ?, ?, -17%, ?
- Cc1[nH]c2ccccc2c1Cc1n[nH]c(=S)n1C
  2%, -2%, -10%, -5%, 24%, 9, 25%, 1%, 2%, -10%, -6%
- CCOc1ccc(N(CC(=O)Nc2ccc(C)c(C)c2)S(=O)(=O)c2c(C)noc2C)cc1
  ?, -5%, 1%, 5%, 18%, 32[activator], -82%, -9%, 17%, ?, 0%

Following part.
SMILES	RORgamma inh	ELG1 genotoxic	FLuc modulator	PKM2 activator	Menin-MLL TR inh	Giardia kill	BRCA1 expr up	NPC1 promoter act	p53 reactivation	VP16 counter	Rab9 promoter act
COc1ccc(C2(C)NC(=O)N(CC(=O)c3ccc4c(c3)OCO4)C2=O)cc1 (configuration not stated)	-5%	-1%	6%	-1%	-3%	-17	-10%	6%	-21%	-2%	3%
Cc1cc(C(=O)COC(=O)c2ccc(O)cc2)c(C)n1CC(F)(F)F	·	?	·	·	·	-15	7.9µM*	2.8µM*	?	·	3.2µM*
COCCn1c(Sc2nc(C)cs2)nc2c1c(=O)[nH]c(=O)n2C	-3%	0%	-2%	2%	0%	7	-20%	-2%	10%	7%	2%
O=Cc1cn(CC(O)Cn2cc(C=O)c3ccccc32)c2ccccc12	-21%	-2%	2%	·	5%	-1	-13%	-3%	-2%	-9%	4%[1.84 µM]
Cc1cccc(C)c1NC(=O)CCCSc1nnnn1C	4%	0%	-1%	-10%	-5%	-1	-5%	4%	26%	-2%	3%
Cc1cc(C)n2c(SCC(=O)NC3CCCCC3C)nnc2n1 (configuration not stated)	14%	3%	-1%	-3%	-4%	-7	10%	0%	0%	1%	-8%
COc1cc(NC(=O)C2CCN(S(=O)(=O)c3cccc4nonc34)CC2)cc(OC)c1	?	-8%	2%	0%	?	3	-12%	0%	-5%	-6%	-2%
CC(C)CCNC(=O)C1CCC(=O)N1C(C)C (configuration not stated)	-7%	-3%	-1%	-2%	7%	1	1%	0%	13%	-5%	0%
O=C1CN(C(=S)Nc2ccc(OC(F)F)cc2)CCN1	-12%	0%	0%	-5%	8%	-29	-15%	4%	?	0%	3%
CCOC(=O)C1=C(C)C(c2ccccc2OC)NC(=S)N1 (configuration not stated)	2.8µM*	-3%	2%	-2%	4%	9	-41%	-1%	5%	0%	-5%
CC(=O)N[C@@H](Cc1c[nH]c2ccccc12)C(=O)NCCc1ccc(S(N)(=O)=O)cc1	-2%	-6%	-3%	·	-1%	21	-11%	3%	-2%	-8%	10%[1.84 µM]
COc1cccc(NC(=O)CN(C)C(=O)c2cc(-c3ccco3)nc3ccccc23)c1	·	-26%	?	·	·	-2	-3%	1%	-12%	·	-4%
CCOc1cc(/C=C(/C#N)C(=O)Nc2ccc(O)cc2)cc(Br)c1O	?	?	?	14%	?	7	-66%	-7%	1%	?	-21%
COc1ccc(C(=O)N[C@H](C(=O)NCc2ccc(C)cc2)C(C)C)cc1	-37%	0%	1%	-2%	8%	-11	-23%	-4%	15%	6%	-4%
NC(=O)CN1CCN(S(=O)(=O)c2ccc(Cl)cc2)CC1	4%	-2%	-3%	2%	-15%	16	22%	-2%	3%	2%[10 µM]	-1%
CCN1C(=O)/C(=C2\SC(=S)N(NC(=O)c3cccnc3)C2=O)c2ccccc21	-26%	-3%	1%	·	?	36[activator]	-31%	-5%	4%	0%	0%

Source: PubChem BioAssay (National Center for Advancing Translational Sciences (NCATS))

The list is partial; the hit share may differ from the screen's.
